High-throughput results from PubChem.
mHTT-CaM PPI inh = mHTT-calmodulin interaction abrogation | P42858 | AlphaScreen His-mHTT/GST-CaM binding, luminescence | inhibition, % at 15 µM | hit rate 3.6% among 190,000 | AID 1671202;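 note: 0% = both proteins with DMSO and 100% = one protein alone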
Target sequence (P42858 whole entry, looked up, stated change not applied): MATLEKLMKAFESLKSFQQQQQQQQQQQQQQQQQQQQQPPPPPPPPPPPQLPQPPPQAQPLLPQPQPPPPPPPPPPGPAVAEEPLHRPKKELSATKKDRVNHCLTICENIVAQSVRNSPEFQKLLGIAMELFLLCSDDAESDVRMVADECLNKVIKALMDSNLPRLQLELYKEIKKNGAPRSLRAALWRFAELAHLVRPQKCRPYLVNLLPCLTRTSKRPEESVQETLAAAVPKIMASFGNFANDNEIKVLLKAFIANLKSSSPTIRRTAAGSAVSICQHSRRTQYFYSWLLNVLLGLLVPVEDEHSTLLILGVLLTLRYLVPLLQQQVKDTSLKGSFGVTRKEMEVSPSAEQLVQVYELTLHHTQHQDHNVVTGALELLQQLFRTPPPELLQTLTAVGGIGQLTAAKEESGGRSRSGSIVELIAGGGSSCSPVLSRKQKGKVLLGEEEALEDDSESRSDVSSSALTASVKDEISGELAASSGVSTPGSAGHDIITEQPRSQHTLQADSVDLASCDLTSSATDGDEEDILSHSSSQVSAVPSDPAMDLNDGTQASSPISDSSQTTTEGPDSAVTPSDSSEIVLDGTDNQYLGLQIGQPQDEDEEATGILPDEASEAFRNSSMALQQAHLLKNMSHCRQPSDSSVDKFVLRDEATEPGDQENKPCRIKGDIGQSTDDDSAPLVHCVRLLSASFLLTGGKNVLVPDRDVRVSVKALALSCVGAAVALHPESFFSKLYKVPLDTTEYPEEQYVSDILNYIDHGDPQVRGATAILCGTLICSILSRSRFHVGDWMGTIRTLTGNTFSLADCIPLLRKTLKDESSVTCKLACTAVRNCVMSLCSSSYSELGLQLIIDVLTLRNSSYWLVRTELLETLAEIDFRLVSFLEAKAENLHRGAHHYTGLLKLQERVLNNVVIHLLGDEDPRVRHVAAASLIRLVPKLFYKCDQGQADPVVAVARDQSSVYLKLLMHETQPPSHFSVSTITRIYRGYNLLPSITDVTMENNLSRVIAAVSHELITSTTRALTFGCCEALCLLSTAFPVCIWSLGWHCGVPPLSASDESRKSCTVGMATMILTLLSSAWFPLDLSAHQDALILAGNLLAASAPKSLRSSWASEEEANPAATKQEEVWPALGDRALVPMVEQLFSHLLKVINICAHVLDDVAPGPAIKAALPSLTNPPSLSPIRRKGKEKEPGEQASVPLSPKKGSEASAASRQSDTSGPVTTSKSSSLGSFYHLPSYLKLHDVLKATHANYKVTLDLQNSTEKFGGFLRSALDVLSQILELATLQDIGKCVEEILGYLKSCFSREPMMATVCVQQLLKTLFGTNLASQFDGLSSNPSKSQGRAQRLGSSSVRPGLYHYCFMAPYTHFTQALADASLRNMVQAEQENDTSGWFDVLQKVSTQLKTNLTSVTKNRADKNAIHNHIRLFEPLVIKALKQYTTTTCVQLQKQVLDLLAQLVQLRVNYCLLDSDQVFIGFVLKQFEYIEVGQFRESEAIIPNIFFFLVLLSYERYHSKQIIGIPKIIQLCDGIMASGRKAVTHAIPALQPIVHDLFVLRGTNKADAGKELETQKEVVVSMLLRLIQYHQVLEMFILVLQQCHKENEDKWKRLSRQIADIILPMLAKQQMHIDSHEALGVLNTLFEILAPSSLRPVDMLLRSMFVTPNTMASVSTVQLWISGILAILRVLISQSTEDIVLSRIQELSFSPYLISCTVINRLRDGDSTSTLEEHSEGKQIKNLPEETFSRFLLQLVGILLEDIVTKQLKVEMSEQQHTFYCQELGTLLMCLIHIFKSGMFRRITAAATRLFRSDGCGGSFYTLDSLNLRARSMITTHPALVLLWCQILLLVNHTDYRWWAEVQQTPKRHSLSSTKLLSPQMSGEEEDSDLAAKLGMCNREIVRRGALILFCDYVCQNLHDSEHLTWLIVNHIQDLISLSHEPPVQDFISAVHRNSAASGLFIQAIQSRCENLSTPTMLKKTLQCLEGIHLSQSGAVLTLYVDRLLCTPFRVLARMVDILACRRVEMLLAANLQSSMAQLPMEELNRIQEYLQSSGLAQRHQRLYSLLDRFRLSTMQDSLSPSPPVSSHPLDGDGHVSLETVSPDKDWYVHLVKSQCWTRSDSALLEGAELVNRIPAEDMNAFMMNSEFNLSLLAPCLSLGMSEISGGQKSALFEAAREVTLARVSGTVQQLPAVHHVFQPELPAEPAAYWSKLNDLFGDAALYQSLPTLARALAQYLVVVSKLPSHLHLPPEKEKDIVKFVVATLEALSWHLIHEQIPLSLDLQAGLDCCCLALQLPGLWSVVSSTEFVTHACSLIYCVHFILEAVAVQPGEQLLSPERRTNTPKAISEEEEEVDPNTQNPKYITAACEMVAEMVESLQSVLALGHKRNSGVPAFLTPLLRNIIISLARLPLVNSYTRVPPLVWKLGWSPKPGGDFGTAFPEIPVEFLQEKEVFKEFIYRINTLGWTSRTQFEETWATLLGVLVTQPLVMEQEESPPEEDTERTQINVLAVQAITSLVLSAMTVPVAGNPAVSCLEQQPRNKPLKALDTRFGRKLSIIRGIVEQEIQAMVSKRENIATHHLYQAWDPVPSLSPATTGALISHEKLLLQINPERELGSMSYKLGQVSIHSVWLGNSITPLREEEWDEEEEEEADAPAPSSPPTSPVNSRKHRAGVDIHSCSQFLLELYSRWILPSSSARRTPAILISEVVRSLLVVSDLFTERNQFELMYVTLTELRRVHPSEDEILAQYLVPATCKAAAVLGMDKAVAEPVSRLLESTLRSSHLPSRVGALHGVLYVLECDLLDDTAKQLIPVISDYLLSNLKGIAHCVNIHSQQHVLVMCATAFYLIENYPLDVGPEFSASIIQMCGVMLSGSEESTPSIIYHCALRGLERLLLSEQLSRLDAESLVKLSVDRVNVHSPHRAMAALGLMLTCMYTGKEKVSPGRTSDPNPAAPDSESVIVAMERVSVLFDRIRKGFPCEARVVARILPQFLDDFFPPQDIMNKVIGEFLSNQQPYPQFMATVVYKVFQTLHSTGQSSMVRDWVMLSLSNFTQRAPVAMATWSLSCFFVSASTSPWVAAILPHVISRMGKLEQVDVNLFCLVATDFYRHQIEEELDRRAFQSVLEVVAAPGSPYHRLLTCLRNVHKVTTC
Pf apPOL block = Pf-apPOL DNA polymerase inhibition; hit rate 0.25% among 210,000; inhibition, % at 10 µM; Recombinant Pf-apPOL, molecular beacon fluorescence, 1.5 h; AID 1794808
Numbers without * were called inactive; x = no result given; & = joins results of further samples. Cut-off read from the data, not from the text of the source: active = inhibition above about 50%; inactive = the rest.

SMILES | mHTT-CaM PPI inh | Pf apPOL block
O=C(NCc1cccc(Br)c1)C1CCN(c2nnc(-c3ccccc3)o2)CC1 | 26 | -7
COc1ccc(NC(=O)C2CCN(c3ccc(Br)cc3)C2=O)cc1 (configuration not stated) | 1 | -7
Cc1ccc(C(=O)N2CCCC(c3nnc(-c4ccccc4)o3)C2)cc1 (configuration not stated) | -5 | -2
CNC(=O)N1CCc2nc3cc(-c4ccc(OC)cc4)[nH]n3c(=O)c2C1 | 9 | 23
CCCc1cc(C2CCCN2C(=O)Nc2cc(C)cc(C)c2)no1 (configuration not stated) | -9 | -9
N#Cc1ccc(-c2ccco2)[nH]c1=O | x | 33
COc1ccccc1NC(=O)N1CCC2(CC1)NC(=O)c1cccc(Cl)c1N2 | 7 | -3
OC(CN1CCN(c2ccc(F)cc2)CC1)c1ccc(Cl)cc1 (configuration not stated) | 4 | 6
COc1ccc(NC(=O)Cn2c(-c3ccccc3F)nc3ccccc3c2=O)cc1OC | 1 | -1
COc1ccc(CN2CCN(c3ccc(C(C)=O)cc3)CC2)cc1OC | 4 | 0
Cc1noc(-c2nn(C)c3c2CN(C(=O)c2ccc(Cl)cc2)CC3)n1 | -4 | -2
COc1ccc(C2C(O)C(O)C(C)N2C)cc1OC (configuration not stated) | x | -12
CC(=O)N1CCc2cc(N3CC(C(=O)NCc4ccc(F)cc4Cl)CC3=O)ccc21 (configuration not stated) | -2 | -3
c1csc(CN2CCc3c([nH]c4ccccc34)C2)c1 | 10 | 1
S=c1nccc(-c2ccc3c(c2)CCO3)[nH]1 | x | 5
CNc1ncnc(SC(C)C)c1[N+](=O)[O-] | x | -5
Cc1nn(-c2ccc(F)cc2)c2nc(N3CCC(NC(=O)C(C)(C)C)CC3)sc12 | -2 | -5
Cc1ccc(CC(=O)Nc2cccn3c(C)nnc23)cc1 | -1 | -1
CCOC(=O)c1ccc(NC(=O)Cn2cc3c(n2)CCC(C)C3)cc1 (configuration not stated) | -10 | -1
Cc1ccc(CNC(=O)c2ccc(-c3ccc(F)cc3)nc2)cc1 | -7 | -2
Cc1ccc(NC(=O)c2ccco2)cc1C | -4 | -7
COc1ccc(-c2cc3c(=O)[nH]nc(SCc4cccc(Cl)c4)n3n2)cc1OC | 2 | 4
Cc1c(Br)c([N+](=O)[O-])nn1CC(=O)NCc1ccco1 | -3 | -2
CCOC(CCn1c(SCC(=O)NC2CCCC2)nc2ccccc2c1=O)OCC | 0 | -6
Cc1ccc(C(=O)N2CCc3c(c(-c4nc(-c5ccc(F)cc5)no4)nn3C)C2)cc1F | 2 | 0
CSc1sc(C(=O)C(C#N)=NNc2cccc(C(F)(F)F)c2)c2c1C=CCC2 | x | -1
COCC(C)(O)CNC(=O)c1ccc2c(c1)OCO2 (configuration not stated) | -3&-16 | -3&-1
COc1ccc(N2CC(C(=O)Nc3ccccc3F)CC2=O)cc1 (configuration not stated) | -7 | -1
O=C(NC1CC2CC1CN2C(=O)NCCc1ccccc1)c1ccccc1 (configuration not stated) | 2 | -3
COc1cccc(-c2cc3n(n2)CCCN(Cc2ccncc2)C3)c1 | 8 | -1
O=C(NCc1ccc(Cl)c(Cl)c1)c1cccnc1 | 0 | -2
CCOC(=O)c1ccc(NC(=O)c2nc(C)n(C3CCN(C(C)=O)CC3)c2C)cc1 | 30 | -5
Cc1cccc(NC(=O)Cn2[nH]c(-c3ccc(F)cc3)cc2=O)c1C | 2 | 4
COc1cc2c(cc1OC)C(c1cccc(Cl)c1Cl)CC(=O)N2 (configuration not stated) | 9 | -5
O=C(CSCCS(=O)(=O)c1ccccc1)NNS(=O)(=O)c1ccc(Cl)s1 | x | 2
Cc1cc(NC(=O)CSCC(=O)O)n(C)n1 | x | 4
O=C(O)CCC(=O)Nc1ccc(F)cc1 | -2 | -11
Cc1[nH][nH]c(=O)c1C(c1ccc(OCc2ccc(Br)cc2)cc1)c1c(C)[nH][nH]c1=O | 52* | 2
Cc1ncc(CO)c2cc(C(=O)Nc3ccc(F)cc3F)c(=Nc3ccc4c(c3)OCO4)oc12 | 1 | 5
Cc1nc(NCCNC(=O)c2c(F)cccc2Cl)cc(-n2cccn2)n1 | -10 | -9
O=C1C(Nc2cccc(C(F)(F)F)c2)=C(N2CCOCC2)C(=O)c2ccccc21 | 66* | -10
O=[N+]([O-])c1ccc(N2CCN(CCc3ccccc3)CC2)cc1 | 12 | 1
CCc1cccc(CC)c1NC(=O)c1ccc(Cl)cc1Cl | -5 | -3
COc1cc(OC)cc(C(=O)Nc2ccc3oc(-c4ccccc4F)nc3c2)c1 | 2 | 0
O=C(NCCn1cc(SCc2ccccc2)c2ccccc21)c1ccccc1F | 4 | -4
O=C(c1cn2ccnc(-c3ccc(F)cc3)c2n1)N1CCCC1 | -4 | 2
CCCC(=O)N(c1ccccc1)C1CC(C)Nc2ccccc21 (configuration not stated) | 54* | 1
CNc1nc(C)c([N+](=O)[O-])c(Nc2ccc(OC)cc2)n1 | 6 | -4
CC(C)c1cc(C2CCCN2C(=O)C2CCCC2)no1 (configuration not stated) | -1 | 1
CC(C)CCNC(=O)N1CCC(c2nc3ccncc3n2C(C)C)C1 (configuration not stated) | 3 | 0

More compounds
SMILES | mHTT-CaM PPI inh | Pf apPOL block
O=C(NCC(O)C1CCCCC1)c1cccc(Cl)c1 (configuration not stated) | 0 | -2
CCc1ccc(CNC(=O)CC2CCN(C(=O)c3[nH]c(C)cc3C)CC2)cc1 | 14 | -3
O=Cc1ccc2ccc3ccc(C=O)nc3c2n1 | 8 | -9
COc1ccc(C(=O)N/C(=C\c2ccc3c(c2)OCO3)C(=O)NC(CCSC)C(=O)O)cc1 (configuration not stated) | 4 | 25
Cc1cccc(-c2noc(-c3c(O)c4ccccc4n(C)c3=O)n2)c1 | -7 | -3
O=C(NCc1ccccc1Br)C1CCN(c2nnc(-c3ccccc3)o2)CC1 | 6 | -6
COc1ccc(OC)c(CN2CCc3nc(N4CCC(C)CC4)ncc3C2)c1 | 52* | -2
O=C(Nc1ccc(F)cc1F)C1CCCN(C(=O)c2ccccc2F)C1 (configuration not stated) | 31 | 10
CCN1C(=O)Cc2cc(C(=O)NCc3cccs3)ccc21 | 4 | -3
COc1ccc(Br)cc1C=Nc1c(-c2ccco2)nc2ccccn12 | 46 | 5
Cc1noc(-c2cccnc2)c1C(=O)NCc1cccc2ccccc12 | 4 | -1
COc1c(I)cc(C=C2C(=O)NC(=O)NC2=O)cc1[N+](=O)[O-] | 11 | -2
CCc1nc(C2CCN(C(=O)c3ccccc3)CC2)n[nH]1 | -8 | -5
CCOc1ccc(C(=O)Nc2c3c(nn2-c2cccc(C)c2C)CS(=O)C3)cc1OCC (configuration not stated) | 7 | -8
Cc1ccc(C2CC(c3ccc(Br)cc3)n3nnnc3N2)cc1C (configuration not stated) | 15 | 4
COc1ccc2c(c1)CCCN2C(=O)NC(=O)c1c(F)cccc1Cl | x | -2
COc1ccc(OC2CCN(S(=O)(=O)c3ccccc3)CC2)cc1 | -3 | -12
O=c1oc2ccccc2c(NC2CCCC2)c1[N+](=O)[O-] | 6 | -2
COc1cc(NS(=O)(=O)c2ccc(NC(=O)c3ccc([N+](=O)[O-])cc3)cc2)ncn1 | 2 | 2
CC(=O)Nc1ccc(S(=O)(=O)N2CCC(c3noc(-c4cccc(C)c4)n3)CC2)cc1 | 0 | -7
COCCNC(=O)c1cc2cc3cc(OC)ccc3nc2s1 | -3 | -2
CC1(C)Cc2ccccc2-c2nnc(-c3ccncc3)n21 | -3 | -91
CCOC(=O)c1ccc(NC(=O)N2CC=C(c3cn(CC)c4ncccc34)CC2)cc1 | 9 | -10
CN1CCN(C(=O)CN2C(=O)S/C(=C\c3ccc(Cl)cc3)C2=O)CC1 | -7 | 4
CC(C)=C1C2C=CC1C1C(=O)N(c3ccc(Br)cc3[N+](=O)[O-])C(=O)C21 (configuration not stated) | 7 | -7
COC(=O)c1cccc(NC(=O)C2CCCN(c3nnc4ccc(C(F)(F)F)cn34)C2)c1 (configuration not stated) | 34 | -8
NCCCNc1c(Cl)cccc1[N+](=O)[O-] | 6 | -6
COCCc1nc(C2CCCN(C(=O)c3ccc4cc[nH]c4c3)C2)n[nH]1 (configuration not stated) | -2 | -2
CCc1ccccc1NC(=O)N1CCN(C2=CC3=NC(C)CN3C=N2)CC1 (configuration not stated) | 4 | 0
COc1cccc(C(=O)Nc2ccc(NC(=O)c3cccc(OC)c3OC)cc2)c1OC | -3 | -3

27 entries from above, set out differently:
Compound	mHTT-CaM PPI inh	Pf apPOL block
O=C(NCC(O)C1CCCCC1)c1cccc(Cl)c1 (configuration not stated)	0	-2
CCc1ccc(CNC(=O)CC2CCN(C(=O)c3[nH]c(C)cc3C)CC2)cc1	14	-3
O=Cc1ccc2ccc3ccc(C=O)nc3c2n1	8	-9
COc1ccc(C(=O)N/C(=C\c2ccc3c(c2)OCO3)C(=O)NC(CCSC)C(=O)O)cc1 (configuration not stated)	4	25
Cc1cccc(-c2noc(-c3c(O)c4ccccc4n(C)c3=O)n2)c1	-7	-3
O=C(NCc1ccccc1Br)C1CCN(c2nnc(-c3ccccc3)o2)CC1	6	-6
COc1ccc(OC)c(CN2CCc3nc(N4CCC(C)CC4)ncc3C2)c1	52*	-2
O=C(Nc1ccc(F)cc1F)C1CCCN(C(=O)c2ccccc2F)C1 (configuration not stated)	31	10
CCN1C(=O)Cc2cc(C(=O)NCc3cccs3)ccc21	4	-3
COc1ccc(Br)cc1C=Nc1c(-c2ccco2)nc2ccccn12	46	5
Cc1noc(-c2cccnc2)c1C(=O)NCc1cccc2ccccc12	4	-1
COc1c(I)cc(C=C2C(=O)NC(=O)NC2=O)cc1[N+](=O)[O-]	11	-2
CCc1nc(C2CCN(C(=O)c3ccccc3)CC2)n[nH]1	-8	-5
CCOc1ccc(C(=O)Nc2c3c(nn2-c2cccc(C)c2C)CS(=O)C3)cc1OCC (configuration not stated)	7	-8
Cc1ccc(C2CC(c3ccc(Br)cc3)n3nnnc3N2)cc1C (configuration not stated)	15	4
COc1ccc2c(c1)CCCN2C(=O)NC(=O)c1c(F)cccc1Cl	x	-2
COc1ccc(OC2CCN(S(=O)(=O)c3ccccc3)CC2)cc1	-3	-12
O=c1oc2ccccc2c(NC2CCCC2)c1[N+](=O)[O-]	6	-2
COc1cc(NS(=O)(=O)c2ccc(NC(=O)c3ccc([N+](=O)[O-])cc3)cc2)ncn1	2	2
CC(=O)Nc1ccc(S(=O)(=O)N2CCC(c3noc(-c4cccc(C)c4)n3)CC2)cc1	0	-7
COCCNC(=O)c1cc2cc3cc(OC)ccc3nc2s1	-3	-2
CC1(C)Cc2ccccc2-c2nnc(-c3ccncc3)n21	-3	-91
CCOC(=O)c1ccc(NC(=O)N2CC=C(c3cn(CC)c4ncccc34)CC2)cc1	9	-10
CN1CCN(C(=O)CN2C(=O)S/C(=C\c3ccc(Cl)cc3)C2=O)CC1	-7	4
CC(C)=C1C2C=CC1C1C(=O)N(c3ccc(Br)cc3[N+](=O)[O-])C(=O)C21 (configuration not stated)	7	-7
COC(=O)c1cccc(NC(=O)C2CCCN(c3nnc4ccc(C(F)(F)F)cn34)C2)c1 (configuration not stated)	34	-8
NCCCNc1c(Cl)cccc1[N+](=O)[O-]	6	-6

(listing goes on)
SMILES | mHTT-CaM PPI inh | Pf apPOL block
O=C(NCCc1cccs1)N1CCN(C2c3ccccc3-c3ccccc32)CC1 | x | -5
COc1ccccc1-n1cnc2cc(NC(=O)c3cccc(C)c3)ccc21 | 30 | 1
c1ccc(-c2nnc(-c3cccnc3NCC3CCCO3)o2)cc1 (configuration not stated) | -37 | -9
NC(=O)C1CCN(C(=O)c2ccccc2NC(=O)c2cccc(I)c2)CC1 | -4 | 2
Cc1ccc(/C=C2\N=C(c3cccc([N+](=O)[O-])c3)OC2=O)o1 | 15 | -2
CS(=O)(=O)N(CC(=O)Nc1ccc(F)cc1F)c1cccc([N+](=O)[O-])c1 | 0 | 6
c1cc(CNC2CCCC2)n(-c2nnc(N3CCCC3)s2)c1 | 7 | -3
Cc1ccc(S(=O)(=O)N2CCC(c3noc(-c4ccc(Cl)cc4)n3)CC2)cc1F | -5 | -7
Cc1cc(O)c(N=Cc2cccc(F)c2O)cc1C | 6 | 1
O=C(Nc1oc2ccccc2c(=O)c1-c1ccc2c(c1)OCO2)c1ccc([N+](=O)[O-])cc1 | 4 | -6
COc1ccc(NC(=O)c2ccccc2NC(=O)c2ccc(OC)c(OC)c2)cc1Cl | 10 | 4
COc1ccc(C2C(C(C)=O)=C(O)C(=O)N2c2ccc(Br)cc2)cc1OC (configuration not stated) | 15 | 8
COC(=O)c1cnc2c(c(C)nn2C)c1OC | x | -12
O=C1CCCCCCCCCCCC(O)CCO1 (configuration not stated) | 2 | x
COc1ccc(NC(=O)C2CCN(c3cc(=O)n(C)c(=O)n3C)CC2)c(OC)c1 | 44 | 5
CCCNc1cc(N2CCCC(CCC(=O)N3CCN(c4ccccc4)CC3)C2)ncn1 (configuration not stated) | 3 | -7
COc1ccccc1C(=O)N1CCC(c2nc(CNC(=O)C(C)C)cs2)CC1 | 2 | -8
CCOC(=O)C(C#N)=C1NC(CO)C(c2ccccc2)O1 (configuration not stated) | x | -8

Single values from above.
`CCCNc1cc(N2CCCC(CCC(=O)N3CCN(c4ccccc4)CC3)C2)ncn1` (configuration not stated) in mHTT-CaM PPI inh: 3
`CCOC(=O)C(C#N)=C1NC(CO)C(c2ccccc2)O1` (configuration not stated) in Pf apPOL block: -8

The list is partial, so the mix of outcomes need not match the whole.
